Bioassay records: PubChem BioAssay, The Scripps Research Institute Molecular Screening Center
GPR151 activ – human GPR151 activation | 650,000 compounds, 1% hits | Q8TDV0 | PathHunter beta-arrestin GPR151 cells, luminescence | activation, % at 11.2 µM; in the data active means activation above about 4.9%;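 further: 0% = median of compound wells and 100% = cells with positive control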
Target sequence (Q8TDV0 whole entry, looked up): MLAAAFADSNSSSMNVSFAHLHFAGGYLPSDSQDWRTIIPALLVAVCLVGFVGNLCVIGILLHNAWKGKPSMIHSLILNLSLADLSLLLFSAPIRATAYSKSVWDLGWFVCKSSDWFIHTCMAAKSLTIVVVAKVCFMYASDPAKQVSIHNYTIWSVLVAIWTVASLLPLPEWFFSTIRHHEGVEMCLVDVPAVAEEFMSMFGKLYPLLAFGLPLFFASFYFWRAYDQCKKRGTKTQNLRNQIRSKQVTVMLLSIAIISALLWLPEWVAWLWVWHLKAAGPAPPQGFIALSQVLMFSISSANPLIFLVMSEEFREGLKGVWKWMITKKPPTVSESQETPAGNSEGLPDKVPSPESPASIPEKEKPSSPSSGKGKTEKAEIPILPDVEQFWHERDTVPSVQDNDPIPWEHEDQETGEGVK
FBW7 act – activators of human E3 ligase FBW7. Q969H0. AlphaScreen FBW7–phospho-cyclin E peptide binding, activator screen. normalized activity (activation), % at 26.1 µM. 650,000 compounds, 0.13% hits. AID 1259310; in the data active means normalized activity above about 1.9%;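 further: purified mutant Fbw7 with reduced substrate affinity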
MITF inh – blocks human microphthalmia-associated transcription factor; AlphaScreen MITF homodimerization, bead proximity signal; inhibition, % at 2.6 µM; 650,000 compounds, 0.91% hits; AID 1259374; in the data active means inhibition above about 50%;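 further: 0% = vehicle wells with protein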
Target sequence (O75030 whole entry, looked up): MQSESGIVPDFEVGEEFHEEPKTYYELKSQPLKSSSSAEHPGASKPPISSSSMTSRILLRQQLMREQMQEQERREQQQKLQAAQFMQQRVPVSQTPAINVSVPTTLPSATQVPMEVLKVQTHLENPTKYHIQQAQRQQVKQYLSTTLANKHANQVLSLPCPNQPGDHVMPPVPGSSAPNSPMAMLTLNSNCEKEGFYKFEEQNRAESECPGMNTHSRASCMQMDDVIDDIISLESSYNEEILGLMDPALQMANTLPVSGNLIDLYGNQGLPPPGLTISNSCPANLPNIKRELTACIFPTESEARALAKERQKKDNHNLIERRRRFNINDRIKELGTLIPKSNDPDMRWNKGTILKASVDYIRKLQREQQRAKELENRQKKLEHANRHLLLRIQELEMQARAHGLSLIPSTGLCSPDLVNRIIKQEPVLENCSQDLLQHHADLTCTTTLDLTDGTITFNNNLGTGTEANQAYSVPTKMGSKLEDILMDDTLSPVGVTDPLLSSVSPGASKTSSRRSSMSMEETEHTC
TEAD-YAP block – TEAD-YAP interaction inhibition. HEK-TIYL cells, TEAD-Gal4/YAP UAS-luciferase luminescence. inhibition, % at 9.12 µM. 640,000 compounds, 1.4% hits. AID 1259422; in the data active means inhibition above about 32%;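 further: 0% = median of test compound wells and 100% = reference inhibitor wells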
Active calls of the source: *.

mol	GPR151 activ	FBW7 act	MITF inh	TEAD-YAP block
Cc1cc(C)n2c(SCC(=O)N3CCCC(C)C3)nnc2n1 (stereo unspecified)	2.4	0.1	0	19
COC(=O)Cn1c(CN2CCOCC2)nc2c1c(=O)n(C)c(=O)n2C	3.2	-0.2	3	1
Cc1ccc(C2=N/C(=C\c3cccc(F)c3)C(=O)O2)cc1[N+](=O)[O-]	-1.1	0.1	4	-1
COc1ccc(S(=O)(=O)n2nnc3ccccc32)cc1OC	-0.8	0.0	10	-2
CCCCc1ccc(-n2nc3ccc(NC(=S)NC(=O)c4oc5ccccc5c4C)cc3n2)cc1	2.5	0.3	3	4
O=C(CCCCCCCC(=O)Nc1nccs1)Nc1nccs1	-0.8	0.1	8	5
COc1cc(CN2CCN(CC3CCCCC3)C(CCO)C2)cc(OC)c1O (stereo unspecified)	1.6	0.1	-2	-3
CN(C)/C=C(\C#N)C(=O)c1ccc(Oc2cccc(Cl)c2)cc1	0.3	-0.1	3	2
CCOc1ccc(C(=O)Nc2cccc(-c3nc4cc(C)cc(C)c4o3)c2)cc1[N+](=O)[O-]	-0.9	-0.1	8	-4
COC(=O)Cn1cc(/C=C2/C(=O)NC(=O)N(c3ccc4c(c3)OCO4)C2=O)c2ccccc21	-0.9	0.0	12	2
COc1cccc(NC(=O)COc2ccc(C3C(C#N)=C(N)Oc4n[nH]c(C)c43)cc2)c1 (stereo unspecified)	1.4	-0.1	-3	-5
Cc1cccc(CC(=O)Nc2cnn(-c3cccc(C(=O)N4CCNC(=O)CC4)c3)c2)c1	3.6	4.3*	39	6
COc1ccc(-n2cc(-c3ccccc3)c3c(NCc4ccc5c(c4)OCO5)ncnc32)cc1	6.1*	0.4	16	-1
C=CCn1c(-c2cccc([N+](=O)[O-])c2)cs/c1=N\c1ccco1	1.4	-0.2	1	-22
O=C(NNC(=O)C(O)(c1ccccc1)c1ccccc1)C1CC1	1.0	0.2	4	4
Cc1ccc2cc(C#N)c(SCC(N)=O)nc2c1C	0.2	-0.1	9	-3
CCN1CCN(C(=O)CCN2C(=O)c3ccccc3C2=O)CC1	1.6	0.0	20	5
Cc1ccc(C(=O)O)cc1S(=O)(=O)N1CCC(C(=O)O)CC1	-0.3	0.2	-30	2
CCOC(=O)C1CCN(C(=O)c2ccc(Cl)cc2Cl)CC1	0.9	-0.1	3	-4
Cc1ccc(CN2CCNC(=O)C2CCO)cc1 (stereo unspecified)	0.5	-0.1	-6	-9
CC1(C2CC2)NC(=O)N(CC(=O)Nc2ccc(SC(F)F)cc2)C1=O (stereo unspecified)	-0.4	0.3	-9	3
COc1cccc(CN(C(=O)Nc2ccc(-c3cn[nH]c3)cc2OC)C2CC2)c1	2.1	0.0	3	-11
COC(=O)C1=C(C)N(Cc2ccc(C)cc2)C(=O)/C1=C\c1ccccc1O	0.4	0.0	5	16
Cn1nnnc1SCC(=O)Nc1ccc(F)c([N+](=O)[O-])c1	-0.7	-0.2	-10	-3
CC(=O)Nc1cccc(NC(=O)CSc2nnc(C)c(=O)[nH]2)c1	1.0	0.1	8	4
O=C(/C=C/c1cccs1)Nc1nc2c(s1)CCCC2	-0.4	0.1	-4	-71
Cc1ccc(C(C)CCN2CCC3(CC2)CC3C(=O)NCc2ccncc2)o1 (stereo unspecified)	-0.2	0.3	11	0
N#Cc1cc([N+](=O)[O-])cc2c1-c1ccc([N+](=O)[O-])cc1C2	0.0	-0.3	14	1
COc1ccc(C2CC(C(F)(F)F)n3nc(C(=O)N4CCN(c5cccc(OC)c5)CC4)cc3N2)cc1 (stereo unspecified)	0.0	0.1	30	3
COc1ccccc1NC(=O)c1c(NC(=O)c2cccs2)sc2c1CCC(C(C)(C)C)C2 (stereo unspecified)	-0.9	0.1	-6	-15

Next part.
mol	GPR151 activ	FBW7 act	MITF inh	TEAD-YAP block
Cc1c(NCc2cc(Cl)ccc2O)c(=O)n(-c2ccccc2)n1C	-1.2	0.2	-5	-2
COc1ccc(Cc2nnc(C(=O)NCCCO)o2)cc1OC	1.1	-0.1	-3	1
Cc1nn(C(=O)c2sc3ccccc3c2Cl)c2c1[C@H]1[C@@H](C2)C1(C)C	1.0	-0.1	-1	0
O=C(COc1ccccc1)N/N=C/c1ccc(Br)s1	1.8	0.0	6	4
Fc1ccccc1CSc1nnc2ncccn12	-0.1	0.9	-1	-44
Cc1nn(C)cc1C(C)NCc1c(C(=O)N2CCCCCCC2)nc2ccc(Cl)cn12 (stereo unspecified)	0.4	0.1	5	1
Cc1ccc(Cn2c3ccccc3c3nnc(NCCCN4CCCC4=O)nc32)cc1	-1.3	0.6	3	-17
c1ccc(OCCNc2nc(Nc3cccnc3)nc3nc[nH]c23)cc1	0.3	0.1	14	-7
CC1CN(CC(=O)N2CCCC(CO)C2)Cc2cc(Cl)ccc2O1 (stereo unspecified)	-1.5	0.1	10	-11
CC1(C)Oc2ccc(C(=O)N(CC(=O)NC3CCCCC3)Cc3ccccc3)cc2NC1=O	1.0	-0.1	10	4
CC(=O)Nc1ccc(Nc2nc(Nc3nc4ccccc4n3C)nc3c2ncn3-c2ccccc2)cc1	1.3	-0.1	-1	32*
COCC(C)NC(=O)c1cc(-c2ccccc2F)no1 (stereo unspecified)	-1.0	-0.1	5	-28
COC1CCC(C(=O)N2CCc3nc(N4CCOCC4)[nH]c(=O)c3C2)CC1 (stereo unspecified)	1.5	0.1	-5	-3
CCOc1ccc(/C=N/NC(=O)c2[nH]ncc2Br)c(O)c1	-3.1	-0.1	22	29
CC(Cc1ccco1)NS(=O)(=O)c1ccc(Br)s1 (stereo unspecified)	-1.0	0.8	10	7
COc1cccc(NC(=O)N2CCCC(C(=O)NC3CCCCC3C)C2)c1 (stereo unspecified)	3.8	-0.2	-10	-2
c1cc2cc(-c3cnc4ccc(NC5CCOCC5)nn34)ccc2[nH]1	1.3	-0.1	-7	-18
COc1ccccc1NS(=O)(=O)c1cc([N+](=O)[O-])ccc1N/N=C(\C)C(C)C	0.7	0.0	2	2
COC(=O)[C@@H]1C[C@@H](NC(=O)c2ccc(-n3cccn3)cc2)CN1C1Cc2ccccc2C1	-0.5	0.0	4	7
Cn1cccc(C(=O)N2CCC(c3ccccc3)C2)c1=O (stereo unspecified)	-1.0	0.3	6	-3
COc1ccc(C2C(C#N)=C(N)N(c3ccc(Br)cc3F)C3=C2C(=O)CC(C)(C)C3)cc1O (stereo unspecified)	1.9	-0.1	10	0
COc1ccc(-c2nn(CCC(=O)O)cc2C=C2C(=O)NC(=O)NC2=O)cc1	-0.3	-0.1	5	0
Cc1nc(NC(=O)/C=C/c2ccccc2)sc1C(=O)NCc1ccccc1	0.9	0.2	2	-5
NC(=O)C1CCCc2c1[nH]c1ccc(Cl)cc21 (stereo unspecified)	0.6	0.1	15	7
CC(=O)Oc1ccccc1C(=O)Nc1ccccc1C(C)C	0.0	0.0	3	0
CO/N=C1\CN(c2nc3c(cc2F)c(=O)c(C(=O)O)cn3C2CC2)CC1CN (stereo unspecified)	3.7	0.0	-14	-9
O=C1C=CC(=O)N1c1ccccc1N1CCCCCC1	1.2	0.0	13	22
O=C(Nc1nc2c(s1)CCCC2)C(=O)Nc1nc2c(s1)CCCC2	0.7	-0.2	-2	-14
Cc1ccccc1N(C(=O)CNC(=O)c1ccco1)C(C(=O)NC1CCCC1)c1ccco1 (stereo unspecified)	-0.7	0.0	-13	13
O=C(Nc1nc2c(ccc3ccccc32)s1)c1sc2ccccc2c1Cl	-0.2	0.1	7	-6

Further entries:
molecule	GPR151 activ	FBW7 act	MITF inh	TEAD-YAP block
COC(=O)c1sc2ccccc2c1NC(=O)c1cccc(Oc2ccccc2)c1	0.5	0.4	-11	17
COc1ccc(Cc2nc3ccccc3[nH]c2=O)cc1Br	0.1	0.2	-1	-7
COc1ccc(/C=C2N=C(/C=C/c3ccccc3OC)OC\2=O)cc1	-1.0	0.0	13	3
CC(C)COC(=O)Nc1nnc(-c2cccc([N+](=O)[O-])c2)s1	-0.5	0.4	12	1
O=C(Nc1ccc([N+](=O)[O-])cc1)c1ccccc1I	-1.1	0.3	6	-2
C#CCn1c(=NC(=O)c2ccc(S(=O)(=O)N(C)C)cc2)sc2cc(OC)ccc21	1.1	-0.1	-5	2
CC(=O)Nc1ccc(Nc2nc(NC3CCC(O)CC3)nc3c2ncn3-c2ccsc2)cc1 (stereo unspecified)	-2.6	0.1	14	-4
O=c1c2ccccc2[nH]c(=S)n1NS(=O)(=O)c1ccc(Br)cc1	0.9	0.0	8	-1
COc1ccc(C2(C)SC(NC(C)=O)=NN2C(C)=O)cc1 (stereo unspecified)	1.3	0.2	3	18
O=C(CN1Cc2ccccc2OC(c2ccsc2)C1)N1CCCC1c1nccs1 (stereo unspecified)	0.7	0.0	-14	-1
NC(C(=O)N1CCC(Nc2ccc3[nH]ncc3c2)CC1)c1ccc(Br)cc1 (stereo unspecified)	-0.7	-0.7	10	7
CN(C)CCNC(=O)c1ccccc1I	-1.5	-0.1	-12	1

A second format for part of the listing above:
SMILES: COc1ccc(/C=C2N=C(/C=C/c3ccccc3OC)OC\2=O)cc1
  GPR151 activ = -1.0 | FBW7 act = 0.0 | MITF inh = 13 | TEAD-YAP block = 3

SMILES: CC(C)COC(=O)Nc1nnc(-c2cccc([N+](=O)[O-])c2)s1
  GPR151 activ = -0.5 | FBW7 act = 0.4 | MITF inh = 12 | TEAD-YAP block = 1

SMILES: O=C(Nc1ccc([N+](=O)[O-])cc1)c1ccccc1I
  GPR151 activ = -1.1 | FBW7 act = 0.3 | MITF inh = 6 | TEAD-YAP block = -2

SMILES: C#CCn1c(=NC(=O)c2ccc(S(=O)(=O)N(C)C)cc2)sc2cc(OC)ccc21
  GPR151 activ = 1.1 | FBW7 act = -0.1 | MITF inh = -5 | TEAD-YAP block = 2

(cont.)
molecule	GPR151 activ	FBW7 act	MITF inh	TEAD-YAP block
Cc1cnc(C(=O)OCC(=O)N2CCC(C)CC2)cn1	0.6	-0.2	-11	-2
Cc1ccc(-c2csc(-c3cc4c(ccc5ccccc54)oc3=O)n2)c(C)c1	0.6	0.0	-4	-7
CCOC(=O)CSc1nc2ncccc2c(=O)n1Cc1ccccc1	-1.1	0.0	9	-8
O=C1N=C(SCc2ccccc2)NC(=O)C1c1ccccc1 (stereo unspecified)	1.3	0.0	-10	-8
CCOC(=O)c1cnn(Cc2ccc(C)cc2)c1N	-0.5	-0.2	3	2
CC(C)OCCCNC(=O)CCC1(Cc2cccc3ccccc23)CCC(=O)N1 (stereo unspecified)	1.1	0.0	8	17
Cc1ccc(NC(=O)C(=O)NCC(C)(C)C)cc1C	2.2	-0.1	2	-80
Cc1nnc(Cc2ccc(C(=O)O)cc2)s1	-0.2	0.0	-6	2
COc1ccc(Nc2cc(C(=O)NCC3CCCO3)c3ccccc3n2)cc1 (stereo unspecified)	1.7	-0.1	-1	1
COc1ccccc1NC(=O)C1=C(C)NC(SCC(=O)Nc2ccc(C)cc2C)=C(C#N)C1c1ccccc1 (stereo unspecified)	-0.8	0.1	0	-4
COc1ccc(CNCc2c[nH]c3ccccc23)cc1	1.4	-0.3	21	8
COc1ccc(CCNc2ncnc3c2c(-c2ccccc2)cn3-c2ccc(F)cc2)cc1OC	0.6	0.0	9	-5

Other compounds
molecule	GPR151 activ	FBW7 act	MITF inh	TEAD-YAP block
CCOC(=O)COc1cccc(/C=C2\Oc3cc(OC)ccc3C2=O)c1	0.2	0.2	5	-1
CCN(CCNC(=O)CN1CCN(Cc2ccc(C)cc2)C1=O)c1ccccc1	0.6	-0.4	-8	-7
O=C(c1ccc2c(c1)OCO2)[C@H]1CCCN(C(=O)c2cc(C3CC3)[nH]n2)C1	1.1	-0.1	-9	1
N#C/C(=C/c1ccc(I)o1)C(=O)Nc1ccccc1Cl	2.7	-0.1	0	3
Cc1cc(C)cc(CC(C)CC(=O)Nc2cc(C)ccc2C)c1 (stereo unspecified)	3.4	-0.2	5	4
Fc1ccc(Nc2nc(-c3ccc(I)cc3)cs2)cc1	-0.2	0.1	-11	-48
COc1ccccc1OCCOc1ccc(Br)cc1/C=N/n1cnnc1	-0.7	0.4	17	12
CSc1ccc([C@H]2[C@H](C(=O)C(C)(C)C)N3C=Cc4ccccc4[C@H]3C2(C#N)C#N)cc1	0.3	-0.1	-5	0
O=C(CCN1C(=O)c2ccccc2C1=O)N1CCOCCOCCN(C(=O)CCN2C(=O)c3ccccc3C2=O)CCOCC1	0.3	0.0	10	0
Cn1c2c(c(=O)n(C)c1=O)C(c1cccc(F)c1)C1C(=O)c3ccccc3C1=N2 (stereo unspecified)	-0.6	0.1	5	-8
COc1ccccc1-n1c(SCC(=O)Nc2cc(C)on2)nc2c(c1=O)SCC2	1.1	-0.1	5	-8
CC(C)(C)C(=O)N1CCN(CCn2cccn2)CC1	0.6	-0.1	5	3
COC(=O)C1=CN(CC2CCCO2)C=C(C(=O)OC)C1c1ccc(Cl)cc1 (stereo unspecified)	-0.2	0.3	-2	5
